IDH1 R132H inh = blocks human IDH1 R132H reductase activity. O75874. diaphorase/resazurin fluorescence, 60 min. inhibition, % at 10 µM. 0.18% of 70,000 active; in the data active = inhibition above about 34%;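 also: 0% = DMSO and 100% = no enzyme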
Target sequence (O75874 whole entry R132H): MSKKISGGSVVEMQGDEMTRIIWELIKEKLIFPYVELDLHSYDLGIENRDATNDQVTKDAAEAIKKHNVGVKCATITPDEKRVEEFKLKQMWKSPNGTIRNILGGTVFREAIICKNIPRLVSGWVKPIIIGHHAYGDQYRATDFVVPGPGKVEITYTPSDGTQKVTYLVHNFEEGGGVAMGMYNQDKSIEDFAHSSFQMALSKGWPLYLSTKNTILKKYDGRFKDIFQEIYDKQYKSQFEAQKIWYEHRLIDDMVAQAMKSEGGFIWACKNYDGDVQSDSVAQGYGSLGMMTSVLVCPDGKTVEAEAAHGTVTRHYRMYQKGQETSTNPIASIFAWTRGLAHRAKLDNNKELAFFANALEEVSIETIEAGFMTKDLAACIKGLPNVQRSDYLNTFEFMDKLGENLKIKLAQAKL
EZH2 inh = blocks human EZH2/PRC2 H3K27 methylation | DELFIA TRF, 1 h | 0.35% of 57,000 active | AID 651548 | inhibition, % at 12.5 µM;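 active = mean inhibition of replicates at least 50% and every single replicate also reaching 50%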;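 also: dimethyl H3K27 on biotinylated H3 21-44 peptide detected by antibody; plate controls were median neutral control wells for no effect and median positive control wells for full effect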
Numbers without * were called inactive; . = no result given.

SMILES	IDH1 R132H inh	EZH2 inh
CNC[C@@H]1Oc2ccc(NC(=O)NC3CCCCC3)cc2C(=O)N([C@@H](C)CO)C[C@H]1C	.	-3.5
COc1ccc(NC(=O)Nc2ccc3c(c2)C(=O)N([C@H](C)CO)C[C@H](C)[C@H](CN(C)Cc2ccccc2)O3)cc1	1.3	-2.8
CCOC(=O)c1c(NC(=O)C2COc3ccccc3O2)sc(C)c1C (stereo not given)	0.1	22.3
N#CCCN1CCN(Cc2cc(-c3ccccc3)ccc2O)CC1	-0.8	3.5
CCCC#Cc1ccc2c(c1)O[C@@H](CN(C)C(=O)c1ccccn1)[C@@H](C)CN([C@@H](C)CO)S2(=O)=O	0.0	-1.8
C[C@@H]1CN([C@H](C)CO)C(=O)Cc2cc(NC(=O)CCN3CCOCC3)ccc2O[C@H]1CN(C)S(=O)(=O)c1ccccc1	-0.2	.
Cc1ccc(S(=O)(=O)N(C)C[C@@H]2OCCCC[C@H](C)Oc3ccc(NC(=O)Nc4ccc(C(F)(F)F)cc4)cc3C(=O)N([C@H](C)CO)C[C@@H]2C)cc1	-0.9	.
C/C=C/c1ccc2c(c1)O[C@@H](CN(C)C(=O)Cc1ccccc1)[C@H](C)CN([C@@H](C)CO)S2(=O)=O	0.0	-4.1
Cc1ccc(-c2ccc3c(c2)O[C@@H](CN(C)C(=O)NC(C)C)[C@H](C)CN([C@H](C)CO)S3(=O)=O)cc1	1.4	.
C[C@@H]1CN([C@@H](C)CO)C(=O)c2cccc(NC(=O)Nc3cccc4ccccc34)c2O[C@H]1CN(C)S(=O)(=O)c1ccc(Cl)cc1	-0.1	.
C[C@@H]1CN([C@@H](C)CO)S(=O)(=O)c2ccc(Br)cc2O[C@@H]1CN(C)C(=O)c1ccccn1	.	6.5
C[C@@H]1CN([C@H](C)CO)C(=O)c2cc(-c3cccnc3)cnc2O[C@@H]1CN(C)Cc1ccccc1	-2.7	3.1

5 compounds picked at random from those above, as already listed:
SMILES	IDH1 R132H inh	EZH2 inh
CCCC#Cc1ccc2c(c1)O[C@@H](CN(C)C(=O)c1ccccn1)[C@@H](C)CN([C@@H](C)CO)S2(=O)=O	0.0	-1.8
C[C@@H]1CN([C@@H](C)CO)C(=O)c2cccc(NC(=O)Nc3cccc4ccccc34)c2O[C@H]1CN(C)S(=O)(=O)c1ccc(Cl)cc1	-0.1	.
C/C=C/c1ccc2c(c1)O[C@@H](CN(C)C(=O)Cc1ccccc1)[C@H](C)CN([C@@H](C)CO)S2(=O)=O	0.0	-4.1
N#CCCN1CCN(Cc2cc(-c3ccccc3)ccc2O)CC1	-0.8	3.5
CCOC(=O)c1c(NC(=O)C2COc3ccccc3O2)sc(C)c1C (stereo not given)	0.1	22.3

(continued)
SMILES	IDH1 R132H inh	EZH2 inh
C[C@@H]1CN([C@@H](C)CO)S(=O)(=O)c2ccc(C#CC3CC3)cc2O[C@H]1CN(C)C(=O)c1cnccn1	0.0	-22.6
OC(CCN1CCCCC1)(c1ccccc1)C1CCCCC1 (stereo not given)	-2.1	.
C[C@@H]1CN([C@H](C)CO)C(=O)c2cccc(NC(=O)Nc3ccc(C(F)(F)F)cc3)c2O[C@@H]1CN(C)S(=O)(=O)c1ccccc1	1.2	.
C=CCN1C(=O)[C@@]2(O[C@@H](CCn3cc(CCO)nn3)[C@H]([Si](C)(C)c3ccc(OC)cc3)[C@H]2C)c2ccccc21	.	4.0
CCCC(=O)Nc1ccc2c(c1)C(=O)N(C)C[C@@H](OC)[C@@H](C)CN(Cc1nccs1)[C@@H](C)CO2	-0.1	-1.8
Cc1cc(N)n(-c2ccc(Oc3ccccc3)c(S(=O)(=O)O)c2)n1	0.9	-16.9
Cc1noc(C)c1S(=O)(=O)Nc1ccc2c(c1)C(=O)N([C@@H](C)CO)C[C@@H](C)[C@H](CN(C)Cc1ccccc1)O2	1.9	1.1
C[C@@H]1CCCCO[C@H](CN(C)Cc2ccc3c(c2)OCO3)[C@H](C)CN([C@@H](C)CO)C(=O)c2cc(NC(=O)Cc3ccccc3)ccc2O1	-7.9	.
C[C@H]1CN([C@@H](C)CO)C(=O)c2cc(NC(=O)Nc3ccccc3)ccc2O[C@@H]1CN(C)Cc1ccc(C(=O)O)cc1	0.1	-0.2
CCCNC(=O)Nc1ccc2c(c1)C(=O)N(C)C[C@@H](OC)[C@@H](C)CN(CCC(F)(F)F)[C@H](C)CO2	0.0	14.0
C[C@H]1CN([C@@H](C)CO)C(=O)CCCn2nncc2CO[C@H]1CN(C)C(=O)c1ccc2ccn(C)c2c1	-2.4	1.6
C[C@@H]1CCCCO[C@@H](CN(C)C(=O)Nc2ccc(C(F)(F)F)cc2)[C@@H](C)CN([C@H](C)CO)C(=O)c2cc(N(C)C)ccc2O1	0.5	-1.8
Cc1ccc(S(=O)(=O)N(C)C[C@@H]2OCCCC[C@H](C)Oc3ccc(NC(=O)C4CCCCC4)cc3C(=O)N([C@@H](C)CO)C[C@@H]2C)cc1	1.0	.
COc1ccc(S(=O)(=O)Nc2ccc3c(c2)C(=O)N([C@H](C)CO)C[C@@H](C)[C@H](CN(C)S(=O)(=O)c2ccc(Cl)cc2)OCCCC[C@@H](C)O3)cc1	0.0	.
COCC#Cc1ccc2c(c1)O[C@@H](CN(C)Cc1cccnc1)[C@H](C)CN([C@@H](C)CO)S2(=O)=O	25.6	8.9
C[C@@H]1CN([C@@H](C)CO)C(=O)CCCn2nncc2CO[C@H]1CN(C)C(=O)NC1CCCCC1	1.8	6.0
O=C(COc1ccccc1)Nc1ccc2oc(-c3ccccc3)nc2c1	-0.1	-0.1
C[C@@H]1CCCCO[C@@H](CN(C)C(=O)c2ccccc2)[C@H](C)CN([C@@H](C)CO)C(=O)c2cc(NC(=O)CCCN(C)C)ccc2O1	2.2	6.2
C[C@@H]1CN([C@@H](C)CO)C(=O)c2cccc(NC(=O)CCCCCC(=O)Nc3ccccc3N)c2O[C@H]1CN(C)C	0.7	-4.5
COc1ccc(-c2ccc3c(c2)O[C@@H](CN(C)Cc2ccccc2C(=O)O)[C@H](C)CN([C@H](C)CO)S3(=O)=O)cc1	0.5	5.3
C[C@@H]1CN([C@H](C)CO)C(=O)c2cc(-c3cccc(F)c3)cnc2O[C@H]1CN(C)C(=O)c1cnccn1	-7.8	-0.5
Cc1ccc(NC(=O)CSc2nc3ccccc3s2)cc1C	0.0	55.2*
CCCNC(=O)Nc1ccc2c(c1)C(=O)N(C)C[C@@H](OC)[C@H](C)CN(CCC(F)(F)F)[C@H](C)CO2	0.1	10.2
C[C@H](CO)N1C[C@H](C)[C@@H](CN(C)S(=O)(=O)c2ccccc2)Oc2c(NC(=O)NC3CCCCC3)cccc2C1=O	-0.7	-1.3
C[C@H]1CN([C@@H](C)CO)C(=O)Cc2cc(NC(=O)Nc3ccccc3)ccc2O[C@H]1CN(C)Cc1ccc(-c2ccccc2)cc1	1.9	.
COc1ccc(CC(=O)Nc2cccc(C(=O)O)c2)cc1OC	-0.7	9.8
Cc1ccc(-c2cc(C(F)F)n3ncc(C(=O)NCCCN4CCOCC4)c3n2)cc1	-0.4	2.8
COc1cc(C(C)=O)ccc1O[C@@H]1O[C@H](CO)[C@@H](O)[C@H](O)[C@H]1O	-0.5	.
O=C(N[C@@H]1CC[C@@H](CCn2cc(-c3ccccn3)nn2)O[C@@H]1CO)c1ccncc1	0.0	5.9
C[C@H](O)C#Cc1ccc2c(c1)O[C@@H](CN(C)C(=O)C1CCC1)[C@@H](C)CN([C@@H](C)CO)S2(=O)=O	.	0.3
C[C@@H]1CN([C@H](C)CO)C(=O)c2cccc(NC(=O)c3nc4ccccc4s3)c2O[C@@H]1CN(C)Cc1ccc(C(=O)Nc2ccccc2N)cc1	0.0	-19.4
CO[C@@H]1CN(C)C(=O)c2cc(NC(=O)C3CC3)ccc2OC[C@H](C)N(C(=O)C2CCCCC2)C[C@@H]1C	0.3	4.2
CC(C)NC(=O)Nc1ccc2c(c1)C(=O)N([C@H](C)CO)C[C@H](C)[C@@H](CN(C)Cc1ccc(-c3ccccc3)cc1)O2	0.5	-10.1
O=C(N[C@H]1CC[C@@H](CCNS(=O)(=O)c2ccc(F)cc2)O[C@H]1CO)C1CCC1	0.0	-9.0
COc1ccc(NC(=O)Nc2ccc3c(c2)CC(=O)N([C@H](C)CO)C[C@H](C)[C@@H](CN(C)C(=O)NC(C)C)O3)cc1	0.6	-6.6
C[C@H](CO)N1C[C@H](C)[C@H](CN(C)C(=O)CCCN(C)C)OCCCC[C@H](C)Oc2ccc(NC(=O)Nc3cccc4ccccc34)cc2C1=O	-19.0	.
COc1cc(C2c3c(cc(OC)c(O)c3O)CC(CO)C2CO[C@@H]2O[C@H](C(=O)O)[C@@H](O)[C@H](O)[C@H]2O)cc(OC)c1O (stereo not given in full)	-1.0	.
CCCC(=O)Nc1ccc2c(c1)OC[C@H](C)N(CCc1ccccc1)C[C@@H](C)[C@H](OC)CN(C)C2=O	-0.1	3.2
COc1ccc(/C=N/NC(=O)CCCCCCC(=O)Nc2ccccc2O)cc1O	.	0.2
O=C(O)CCCCCC(=O)N/N=C/c1cn(S(=O)(=O)c2ccccc2)c2ccccc12	.	0.1
N#Cc1ccccc1NC(=O)CN1CCC(C(N)=O)CC1	2.2	.
O=C(C[C@@H]1C[C@H]2c3cc(NC(=O)C4CCOCC4)ccc3O[C@H]2[C@@H](CO)O1)NCc1ccc(Cl)cc1	-0.2	-14.1
COc1ccccc1C(=O)Nc1ccc2c(c1)OC[C@@H](C)N(C(C)=O)C[C@@H](C)[C@@H](OC)CN(C)C2=O	-0.4	-0.4
CO[C@H]1CN(C)C(=O)c2ccc(NC(=O)Nc3ccccc3F)cc2OC[C@@H](C)N(C(C)=O)C[C@@H]1C	0.0	5.1
Cc1ccc(S(=O)(=O)Nc2ccc3c(c2)C(=O)N([C@H](C)CO)C[C@@H](C)[C@@H](CN(C)Cc2ccc(C(F)(F)F)cc2)OCCCC[C@@H](C)O3)cc1	4.9	.
COC(=O)c1ccc(C(=O)OC)c(NC(=O)c2cnn3cccnc23)c1	0.1	-0.2
C[C@@H]1CN([C@H](C)CO)C(=O)c2cc(-c3ccccc3F)cnc2O[C@H]1CN(C)C(=O)NC1CCCCC1	0.3	6.9
COC(=O)c1ccc(-n2nnnc2SCC(=O)Nc2ccccc2)cc1	-0.2	-5.7
CC(C)NC(=O)N(C)C[C@@H]1Oc2cc(C#Cc3cccc(F)c3)ccc2S(=O)(=O)N([C@H](C)CO)C[C@@H]1C	0.1	.
O=C(C[C@H]1CC[C@@H](NC(=O)Cc2ccccn2)[C@@H](CO)O1)NCCc1ccccc1	-0.4	0.6
COc1ccc(NC(=O)N(C)C[C@@H]2Oc3ncc(C#C[C@H](C)O)cc3C(=O)N([C@H](C)CO)C[C@@H]2C)cc1	.	24.8
Cc1ccc(-c2ccc3c(c2)O[C@@H](CN(C)CC2CC2)[C@@H](C)CN([C@@H](C)CO)S3(=O)=O)cc1	-0.4	-11.4
COc1ccc(NC(=O)N(C)C[C@H]2OCCCC[C@H](C)Oc3ccc(NC(=O)NC4CCCCC4)cc3C(=O)N([C@@H](C)CO)C[C@@H]2C)cc1	1.1	.
C[C@@H]1CCCCO[C@H](CN(C)C(=O)Nc2ccc(F)cc2)[C@@H](C)CN([C@H](C)CO)C(=O)c2cc(N(C)C)ccc2O1	-2.2	-2.9
CC(C)c1cn(CC[C@@H]2CC[C@H](NC(=O)c3cccc(F)c3)[C@@H](CO)O2)nn1	0.1	6.4
C[C@@H]1CN([C@H](C)CO)C(=O)CCCn2nncc2CO[C@@H]1CN(C)S(=O)(=O)c1ccc(Oc2ccccc2)cc1	1.5	-13.5
O=C(C[C@H]1C=C[C@@H](NC(=O)Nc2ccc(F)cc2)[C@@H](CO)O1)NCCN1CCCC1	0.4	2.8
Cc1c(Br)c(C(F)(F)F)nn1CC(=O)Nc1cc(Oc2cccnc2)cc([N+](=O)[O-])c1	-0.6	17.2
O=C(CSc1nnc(-c2ccco2)n1-c1ccccc1)N1CCc2ccccc21	0.2	4.1
COc1ccc(S(=O)(=O)Nc2ccc3c(c2)[C@H]2C[C@H](CC(=O)O)O[C@H](CO)[C@H]2O3)cc1	-0.4	3.3
Next compounds follow:
SMILES	IDH1 R132H inh	EZH2 inh
C[C@@H]1CCCCO[C@H](CN(C)S(=O)(=O)c2cn(C)cn2)[C@H](C)CN([C@@H](C)CO)C(=O)c2cc(NS(=O)(=O)c3ccc(F)cc3)ccc2O1	-1.1	.
C[C@@H]1CN([C@H](C)CO)S(=O)(=O)c2ccc(-c3ccc(C#N)cc3)cc2O[C@H]1CN(C)Cc1cccc(F)c1	-0.3	5.1
C[C@H]1CCCCO[C@@H](CN(C)Cc2ccc(C(F)(F)F)cc2)[C@@H](C)CN([C@@H](C)CO)C(=O)c2cc(NS(=O)(=O)c3ccc(Cl)cc3)ccc2O1	0.4	.
COc1cccc(S(=O)(=O)Nc2ccc3c(c2)[C@@H]2C[C@@H](CC(=O)NCc4ccccc4F)O[C@@H](CO)[C@@H]2O3)c1	-8.5	6.1
C[C@@H]1CN([C@@H](C)CO)C(=O)c2cccc(NC(=O)NC3CCCCC3)c2O[C@@H]1CN(C)C	-0.7	.

Sorted by number of heavy atoms (ascending): part of the list above.
SMILES	IDH1 R132H inh	EZH2 inh
COc1ccc(S(=O)(=O)Nc2ccc3c(c2)[C@H]2C[C@H](CC(=O)O)O[C@H](CO)[C@H]2O3)cc1	-0.4	3.3
C[C@@H]1CN([C@@H](C)CO)C(=O)c2cccc(NC(=O)NC3CCCCC3)c2O[C@@H]1CN(C)C	-0.7	.
COc1cccc(S(=O)(=O)Nc2ccc3c(c2)[C@@H]2C[C@@H](CC(=O)NCc4ccccc4F)O[C@@H](CO)[C@@H]2O3)c1	-8.5	6.1

Laid out differently: 2 of the compounds above
C[C@@H]1CN([C@H](C)CO)S(=O)(=O)c2ccc(-c3ccc(C#N)cc3)cc2O[C@H]1CN(C)Cc1cccc(F)c1
  IDH1 R132H inh = -0.3	EZH2 inh = 5.1
C[C@H]1CCCCO[C@@H](CN(C)Cc2ccc(C(F)(F)F)cc2)[C@@H](C)CN([C@@H](C)CO)C(=O)c2cc(NS(=O)(=O)c3ccc(Cl)cc3)ccc2O1
  IDH1 R132H inh = 0.4	EZH2 inh = .

Compound activity deposited in PubChem BioAssay by Broad Institute.

An excerpt (hit frequency here may not be typical).
